MIN6 prolif – induces beta-cell replication in MIN6 cells; MIN6 cells proliferation, ATPlite luminescence, 48 h; cells starved in 0.2% serum; 100% = growth in 10% serum; proliferation, % at 10 µM; hit rate 0.29% among 330,000; AID 2380;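 active means compounds whose signal lies at least 3.5 SD above the mean of all wells on their plate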;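 further: 0% = DMSO-treated cells in low-serum medium and 100% = 10% serum control; some compounds called inactive have numbers as strong as hits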
mIAP block – blocks mouse intestinal alkaline phosphatase; hit rate 0.2% among 330,000; purified mouse IAP, CDP-Star luminescence, 30 min; inhibition, % at 10 µM;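 active means inhibition of at least 40% at 10 µM in the primary screen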;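 further: plate controls were DMSO with enzyme for no effect and no enzyme wells for full effect; values of inactives mirror those of a sister screen read the other way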
A3A deaminase – human APOBEC3A DNA deaminase inhibition; recombinant A3A, FAM/TAMRA ssDNA deamination fluorescence; inhibition, % at 20 µM; hit rate 0.41% among 330,000; AID 493011;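 active means at least 40% inhibition at 20 µM here, with at most 30% in a related deaminase screen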;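 further: plate controls were A3A with DMSO for no effect and wells lacking A3A enzyme for full effect; some results filed as inactive read as strong as hits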
hIAP inh – human IAP inhibition; P09923; purified IAP, CDP-Star luminescence, 30 min; inhibition, % at 10 µM; AID 2544; hit rate 0.12% among 330,000;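 active means inhibition reaching a set limit with compound at 10 µM in the primary screen, cut at about 35% in these data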;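 further: plate controls were DMSO wells with enzyme for no effect and no-enzyme buffer wells for full effect; values of inactives mirror those of a sister screen read the other way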
Target sequence (P09923 whole entry, looked up): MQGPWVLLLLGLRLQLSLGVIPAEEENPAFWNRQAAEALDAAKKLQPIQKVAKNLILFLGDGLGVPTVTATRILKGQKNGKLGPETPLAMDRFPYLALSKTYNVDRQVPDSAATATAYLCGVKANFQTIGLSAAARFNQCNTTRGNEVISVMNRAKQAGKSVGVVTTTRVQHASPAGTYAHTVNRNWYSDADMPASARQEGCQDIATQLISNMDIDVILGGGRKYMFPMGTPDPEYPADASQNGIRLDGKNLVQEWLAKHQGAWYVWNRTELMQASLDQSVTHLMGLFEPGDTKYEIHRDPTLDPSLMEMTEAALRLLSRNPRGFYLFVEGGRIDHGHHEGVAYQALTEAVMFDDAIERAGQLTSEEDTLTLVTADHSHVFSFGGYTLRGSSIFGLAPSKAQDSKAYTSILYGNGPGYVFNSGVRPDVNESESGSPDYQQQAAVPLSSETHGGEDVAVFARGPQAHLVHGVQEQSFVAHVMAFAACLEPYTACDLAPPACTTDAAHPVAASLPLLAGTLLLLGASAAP
NR3A LBD binder – NR3A (human) ligand-binding domain modulation; NR3A LBD differential scanning fluorimetry, Tm shift; 0% = protein alone, 100% = glycine-bound protein; Tm shift relative to glycine control, % at 25 µM; hit rate 2.5% among 340,000;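 active means melting temperature shift of at least 10% of the positive control shift, at one fixed dose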
mIAP activ – increases mouse intestinal alkaline phosphatase activity | muIAP, CDP-Star luminescence, 30 min; hits give high values; 1 = vehicle-only enzyme signal, 0 = enzyme-free wells | activation factor at 10 µM | hit rate 0.24% among 330,000;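 active means activation factor of at least 2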; further: the source names both 10 and 20 µM as test concentration; values of inactives mirror those of a sister screen read the other way
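System: mouse IAP enzyme. Reagent: CDP-Star chemiluminescent phosphatase substrate. Benchmarks: DMSO wells, no-enzyme wells. Times: 30 min enzyme-substrate-compound incubation at room temperature. Detection: luminescence from enzymatic CDP-Star hydrolysis. Doses: test compounds delivered from DMSO solution.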
APOBEC3G inh – inhibitors of human APOBEC3G DNA deaminase. Q9HC16. recombinant A3G, ssDNA deamination FAM/TAMRA fluorescence. inhibition, % at 20 µM. hit rate 0.28% among 330,000. AID 493012;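 active means inhibition of at least 40% at 20 µM, with no more than 30% in the related APOBEC3A deaminase screen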;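 further: plate controls were DMSO wells with A3G for no effect and wells lacking A3G enzyme for full effect; some compounds called inactive have numbers as strong as hits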
Target sequence (Q9HC16 whole entry, looked up): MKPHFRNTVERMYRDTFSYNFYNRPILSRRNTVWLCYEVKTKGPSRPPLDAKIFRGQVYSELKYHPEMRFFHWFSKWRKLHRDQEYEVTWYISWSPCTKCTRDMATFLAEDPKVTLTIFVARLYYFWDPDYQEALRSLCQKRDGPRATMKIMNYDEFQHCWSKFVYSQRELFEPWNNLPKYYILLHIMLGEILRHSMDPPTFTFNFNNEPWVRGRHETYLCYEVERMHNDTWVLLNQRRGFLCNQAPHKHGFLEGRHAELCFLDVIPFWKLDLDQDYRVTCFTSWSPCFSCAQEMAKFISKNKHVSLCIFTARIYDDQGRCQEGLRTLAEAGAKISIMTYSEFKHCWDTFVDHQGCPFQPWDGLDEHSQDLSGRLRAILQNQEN
hIAP activ – human IAP activation; P09923; purified human IAP, CDP-Star luminescence, 30 min; hits give high values; 1 = vehicle-only enzyme, 0 = enzyme-free background; activation factor at 10 µM; hit rate 0.16% among 330,000;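 active means activation factor of the enzyme at least 2-fold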; further: the source names both 10 and 20 µM as test concentration; values of inactives mirror those of a sister screen read the other way
MPTP block – permeability transition pore inhibition. isolated mouse mitochondria, Ca2+ swelling absorbance, 30 min. inhibition, % at 10 µM. hit rate 1.4% among 360,000. AID 602449;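 active means inhibition of 50% or more, scaled per plate between neutral and stimulator controls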;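 further: 0% = DMSO wells given calcium and 100% = 1 mM EGTA wells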
* marks the source's active call; other numbers are inactive results; x = no result given.

item	SMILES	MIN6 prolif	mIAP block	A3A deaminase	hIAP inh	NR3A LBD binder
1	CCc1ccc2[nH]cc(C(=O)OCCOC)c(=O)c2c1	0	-10	0	0	2
2	CCOC(=O)N1CCN(C(=S)NC(=O)c2ccc(Br)cc2)CC1	-3	12	3	0	-1
3	O=C(/C=C/c1ccc(Cl)cc1Cl)Nc1ccncc1	-4	3	-1	1	32*
4	CCOc1ccc(S(=O)(=O)N2CCCC(C(=O)Nc3cccc(C)c3)C2)cc1 (centres undefined)	-4	-17	1	-4	-3
5	O=c1cc(-c2cccc(Cl)c2)oc2cccc(O)c12	-3	6	-1	-3	0
6	Cc1ccc(NC(=O)Nc2cccn(Cc3c(F)cccc3Cl)c2=O)cc1	-2	-6	2	7	-22
7	CCOC(=O)N1CCN(C(=O)C(NC(=O)c2ccc(C(C)(C)C)cc2)C(C)C)CC1 (centres undefined)	-6	1	-4	-12	0
8	COC(=O)C1=C(Nc2ccccc2NC(=O)c2ccccc2C(=O)O)CSC1	0	-3	-4	-22	2

item	mIAP activ	APOBEC3G inh	hIAP activ	MPTP block
1	1.1	0	1	-3.2
2	0.88	-3	1	0.5
3	0.97	-8	0.99	42
4	1.2	-1	1	1.7
5	0.94	-7	1	0.4
6	1.1	-9	0.93	-3.1
7	0.99	-7	1.1	-0.4
8	1	-5	1.2	1.5

Continued; it opens with the 5 that closed the last part.
item	SMILES	MIN6 prolif	mIAP block	A3A deaminase	hIAP inh	NR3A LBD binder
4	CCOc1ccc(S(=O)(=O)N2CCCC(C(=O)Nc3cccc(C)c3)C2)cc1 (centres undefined)	-4	-17	1	-4	-3
5	O=c1cc(-c2cccc(Cl)c2)oc2cccc(O)c12	-3	6	-1	-3	0
6	Cc1ccc(NC(=O)Nc2cccn(Cc3c(F)cccc3Cl)c2=O)cc1	-2	-6	2	7	-22
7	CCOC(=O)N1CCN(C(=O)C(NC(=O)c2ccc(C(C)(C)C)cc2)C(C)C)CC1 (centres undefined)	-6	1	-4	-12	0
8	COC(=O)C1=C(Nc2ccccc2NC(=O)c2ccccc2C(=O)O)CSC1	0	-3	-4	-22	2
9	C=C(C)Cn1c(CCNC(=O)CC)nc2ccccc21	-1	5	-2	2	0
10	CCOP(=O)(/C(C#N)=C(\C)O)c1ccccc1 (centres undefined)	3	8	-1	6	0
11	COc1ccc(-c2noc(CCCC(=O)NCCc3ccccc3)n2)cc1OC	-1	-1	4	-8	-1
12	COCCSc1ccccc1C(=O)NCc1ccc2c(c1)OCO2	0	0	-1	0	8
13	O=c1[nH]c2cccc(F)c2n2cccc12	1	2	-3	-9	-4
14	CC(=O)Nc1ccc(N=Nc2ccccc2)cc1	0	17	-4	13	-7
15	CCc1sc(C(=O)NCCCn2ccnc2)cc1Br	-1	-21	-4	-12	-1
16	COc1cccc(N=NC2C(=O)N(C(N)=S)N=C2C)c1 (centres undefined)	1	9	1	-6	0

item	mIAP activ	APOBEC3G inh	hIAP activ	MPTP block
4	1.2	-1	1	1.7
5	0.94	-7	1	0.4
6	1.1	-9	0.93	-3.1
7	0.99	-7	1.1	-0.4
8	1	-5	1.2	1.5
9	0.95	-2	0.98	0.2
10	0.92	-6	0.94	1.0
11	1	3	1.1	0.1
12	0.99	-5	1	0.2
13	0.98	-10	1.1	-0.1
14	0.83	-8	0.87	-0.8
15	1.2	0	1.1	0.6
16	0.91	2	1.1	-1.3

(list continues)
item	SMILES	MIN6 prolif	mIAP block	A3A deaminase	hIAP inh	NR3A LBD binder
17	O=C(CC1C(=O)NCCN1C(=O)Nc1ccccc1)Nc1cc(Cl)cc(Cl)c1 (centres undefined)	-6	-12	-2	7	1
18	CCN(CC)C(=O)Cn1nnc(-c2ccc(S(C)(=O)=O)cc2)n1	-1	-8	39	-11	-1
19	COc1ccc(N(CC(=O)NC2CCCC2)S(=O)(=O)c2c(C)[nH]c(=O)[nH]c2=O)cc1	-3	4	-2	14	0
20	Cc1ccccc1-c1nc(CS(=O)CC(=O)NC2CCCC2)c(C)o1 (centres undefined)	7	-2	-6	-18	3
21	CCOc1cc(NC(=S)NCC(C)C)c(OCC)cc1NC(=O)c1ccco1	0	0	-5	5	-3
22	Oc1ccc(Br)cc1CN1CCCCCCC1	1	-4	-2	13	-3
23	Cc1ccc(NC(=O)CN(C)C(=O)c2ccc(C(F)(F)F)cc2)cc1	-3	-9	1	5	7
24	Nc1c(CO)nnn1-c1ccccc1	4	10	12	1	-1

item	mIAP activ	APOBEC3G inh	hIAP activ	MPTP block
17	1.1	23	0.93	0.5
18	1.1	6	1.1	-0.1
19	0.96	-4	0.86	-1.4
20	1	-10	1.2	-0.3
21	1	-9	0.95	-0.2
22	1	-1	0.87	-1.8
23	1.1	-2	0.95	1.5
24	0.9	3	0.99	0.4

Next compounds follow:
item	SMILES	MIN6 prolif	mIAP block	A3A deaminase	hIAP inh	NR3A LBD binder
25	CN(C)/C=C/C(=O)c1ccccc1	1	-2	-2	10	-2
26	C[C@@H](C(=O)NNC(=O)c1ccc(Cl)cc1)N1C(=O)C2CC=CCC2C1=O (some centres undefined)	2	6	-3	-10	-1
27	CCCCOC(=O)c1ccc(NC(=O)c2cc(Cl)ccc2OC)cc1	-3	14	-2	-3	-2
28	O=Cc1cccn1Cc1ccc(Cl)cc1Cl	-2	-3	-1	17	-1
29	N#C/C(=C\c1c[nH]c2ccc(Br)cc12)c1ccccn1	-5	17	-2	4	22*
30	CC(=O)c1ccc(N2CCN(S(=O)(=O)c3ccc(-c4cc(C)no4)s3)CC2)cc1	-4	7	-1	-10	2
31	O=C1CCC(C(=O)OCc2nnc(-c3ccccc3)o2)=NN1	0	2	-5	9	0
32	COc1ccc(S(=O)(=O)N2CCCN(S(=O)(=O)c3ccc(OC)c(C)c3)CC2)cc1C	-5	-10	-4	7	2

item	mIAP activ	APOBEC3G inh	hIAP activ	MPTP block
25	1	-4	0.9	0.3
26	0.94	-8	1.1	-0.3
27	0.86	-6	1	-0.1
28	1	-8	0.83	-2.1
29	0.83	-8	0.96	1.0
30	0.93	0	1.1	1.7
31	0.98	-9	0.91	-0.1
32	1.1	0	0.93	1.3

Next records follow.
item	SMILES	MIN6 prolif	mIAP block	A3A deaminase	hIAP inh	NR3A LBD binder
33	Cc1ccc2cc(C#N)c(NCCCNC(=O)C3CCCO3)nc2c1 (centres undefined)	0	0	1	0	-1
34	Cc1nnc(NC(=O)CSc2ccc(-c3ccccn3)nn2)s1	0	3	-3	8	x
35	O=C(Cc1ccc(Cl)cc1Cl)Nc1ccc(OC(F)F)c(Cl)c1	-2	-11	-6	4	7
36	Cc1ccc(S(=O)(=O)CC(=O)NCc2ccccc2)cc1	0	0	-8	4	1
37	CC1=CCC2C(=O)N(c3ccc(OC(=O)c4ccco4)cc3)C(=O)C2C1 (centres undefined)	-2	-3	4	-3	-2
38	CCN(CC)S(=O)(=O)c1ccc(OCC(=O)NC2CCS(=O)(=O)C2)c([N+](=O)[O-])c1 (centres undefined)	-3	-6	2	-5	-1
39	CS(=O)(=O)Nc1ccc(-c2nnc3n2CCCCC3)cc1	-2	5	-5	11	-2
40	COc1ccc(-c2c(C#N)c(N)nc3c2CCc2ccccc2-3)cc1OC	-5	-10	-4	15	-5

item	mIAP activ	APOBEC3G inh	hIAP activ	MPTP block
33	1	-6	1	-0.8
34	0.97	-8	0.92	x
35	1.1	-6	0.96	74*
36	1	7	0.96	-1.0
37	1	-2	1	0.6
38	1.1	-2	1.1	-1.4
39	0.95	-7	0.89	1.2
40	1.1	-8	0.85	x

Remaining list, next part
item	SMILES	MIN6 prolif	mIAP block	A3A deaminase	hIAP inh	NR3A LBD binder
41	CCCc1noc2c1/C(=N\O)CC(c1ccccc1)C2 (centres undefined)	-3	-1	4	-6	1
42	O=C(NNC(=O)c1ccccc1F)c1ccc(Cl)c(S(=O)(=O)N2CCOCC2)c1	-4	11	2	-5	2
43	CC[C@@H]1C(c2ccc(F)cc2)=NN(c2ccc(Br)cc2)[C@H]1C(=O)N1CCOC1=O	x	5	5	x	19*
44	O=C(O)CNC(=O)CCn1nnc2ccccc2c1=O	0	-4	3	4	-2
45	COc1ccc(C(=O)NC(=S)NNC(=O)CCc2ccccc2)cc1	-3	15	-3	3	-1
46	O=C(NCc1ccncc1)Nc1cc(Cl)ccc1Cl	-1	-16	3	-16	0
47	OC(c1ccc(Cl)cc1)c1nnc(-c2ccccc2)o1 (centres undefined)	-1	-11	-7	-9	-1
48	C=CCNCCCCOc1cccc(Br)c1	0	3	-1	-1	28*

item	mIAP activ	APOBEC3G inh	hIAP activ	MPTP block
41	1	0	1.1	-0.4
42	0.89	0	1	0.0
43	0.95	3	x	-2.7
44	1	1	0.96	0.8
45	0.85	5	0.97	16
46	1.2	-6	1.2	3.2
47	1.1	-6	1.1	0.8
48	0.97	-5	1	-0.7

Next part:
item	SMILES	MIN6 prolif	mIAP block	A3A deaminase	hIAP inh	NR3A LBD binder
49	CCc1nnc(NS(=O)(=O)c2ccc(NC(=S)NC(=O)/C=C/c3cccs3)cc2)s1	-1	11	-2	7	-5
50	Cc1[nH]cnc1C(=O)N/N=C/c1ccc([N+](=O)[O-])s1	-5	19	3	-10	0
51	O=C1CN(C(=S)NC(=O)c2ccccc2[N+](=O)[O-])CCN1	-4	-1	-2	13	1
52	NC(=S)NNc1c(F)c(F)c(F)c(F)c1F	-1	-5	-5	6	2
53	COc1cc(NC(=O)C2CCCN(S(=O)(=O)c3cccc4nsnc34)C2)cc(OC)c1 (centres undefined)	2	6	8	10	2
54	CCOC(=O)C1(Cc2cccc(OC)c2)CCN(Cc2cccc(OCC)c2O)CC1	-4	-4	-4	0	-1
55	COc1ccc(C(=O)Nc2ccc(F)cc2F)cc1	0	4	0	-13	-1
56	O=C(COc1ccc(Cl)cc1Cl)NNC(=S)Nc1ccc(F)cc1	-4	6	-4	-59	-1

item	mIAP activ	APOBEC3G inh	hIAP activ	MPTP block
49	0.89	-2	0.93	-1.0
50	0.81	0	1.1	0.0
51	1	-6	0.87	0.1
52	1.1	-1	0.94	-3.7
53	0.94	-1	0.9	-2.3
54	1	-8	1	6.5
55	0.96	-3	1.1	0.2
56	0.94	-3	1.6	2.7

Following part:
item	SMILES	MIN6 prolif	mIAP block	A3A deaminase	hIAP inh	NR3A LBD binder
57	O=C1OCC(c2ccc(Cl)s2)=C1c1ccccc1[N+](=O)[O-]	-1	-2	5	-3	1
58	CCN1CCN(c2ccc(NC(=O)c3ccc(OC)c(S(=O)(=O)N4CCCC4)c3)cc2)CC1	6	1	15	0	-1
59	Cc1cccc(C(=O)NNC(=O)C2CCN(C(=O)OC(C)(C)C)CC2)c1	-2	5	0	-28	0
60	COc1ccc(C(NC(C)=O)c2cc(Cl)c3cccnc3c2O)cc1OC (centres undefined)	-5	10	-2	-39	-6
61	CCCCC(=O)N(CCOC)c1nnc(-c2ccc(OC)cc2)s1	-1	-5	-5	-4	2
62	COc1ccc(-c2csc(NCc3ccco3)n2)cc1	-4	-6	-1	-14	-4
63	CCN(CC)CCNC(=O)C1CCN(S(=O)(=O)N2CCCCC2)CC1	0	0	-1	-97	0
64	O=C(Nc1ccccc1C(=O)NCc1ccccc1)c1ccccc1	-2	-14	5	-4	-9

item	mIAP activ	APOBEC3G inh	hIAP activ	MPTP block
57	1	-11	1	0.5
58	0.99	7	1	-1.7
59	0.95	-2	1.3	-1.3
60	0.9	-3	1.4	-0.8
61	1	-8	1	-2.2
62	1.1	1	1.1	-0.1
63	1	-5	2	0.5
64	1.1	3	1	-3.3
